Screens from PubChem BioAssay.
NR3A LBD binder: modulates the human NR3A ligand-binding domain; Tm shift relative to glycine control, % at 25 µM; AID 1259313; NR3A LBD differential scanning fluorimetry, Tm shift; 0% = protein alone, 100% = glycine-bound protein; actives 2.5% (n = 340,000);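 active = melting temperature shift of at least 10% of the positive control shift, at one fixed dose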
APOBEC3A inh: blocks human APOBEC3A ssDNA deamination | P31941 | recombinant A3A, FAM/TAMRA ssDNA deamination fluorescence | inhibition, % at 20 µM | actives 0.41% (n = 330,000);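 active = at least 40% inhibition at 20 µM here, with at most 30% in a related deaminase screen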;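 note: plate controls were A3A with DMSO for no effect and wells lacking A3A enzyme for full effect; some results filed as inactive read as strong as hits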
EBI2 antag: EBI2 (human) antagonism; P32249; actives 0.81% (n = 360,000); EBI2 beta-arrestin recruitment, luminescence, 7a,25-OHC stimulated; inhibition, % at 5 µM; in the data active = inhibition above about 38%;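 note: enzyme fragment complementation signal reports receptor beta-arrestin coupling in cells; 0% = agonist plus DMSO wells and 100% = wells without agonist; some results beyond the cut were filed as inactive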
CXCR6 inh: blocks human CXCR6 beta-arrestin recruitment. CHO-K1 PathHunter CXCR6 beta-arrestin, luminescence. inhibition, % at 20 µM. actives 0.36% (n = 360,000). AID 602244; in the data active = inhibition above about 34%, passing the limit was not always enough;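 note: antagonist mode with CXCL16 agonist at 10 nM final; 0% = 10 nM CXCL16 with DMSO and 100% = unstimulated wells without agonist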
Target sequence (O00574 whole entry, looked up): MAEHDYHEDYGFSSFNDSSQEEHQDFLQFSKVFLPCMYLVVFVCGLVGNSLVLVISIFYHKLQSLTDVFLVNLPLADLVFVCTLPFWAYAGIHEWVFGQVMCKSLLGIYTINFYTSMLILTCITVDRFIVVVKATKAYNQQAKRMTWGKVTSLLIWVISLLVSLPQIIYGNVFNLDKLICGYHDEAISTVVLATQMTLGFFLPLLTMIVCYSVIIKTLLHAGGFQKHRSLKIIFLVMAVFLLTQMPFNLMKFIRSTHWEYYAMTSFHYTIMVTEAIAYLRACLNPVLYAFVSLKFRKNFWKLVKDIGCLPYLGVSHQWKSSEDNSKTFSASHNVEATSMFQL
A3G deaminase: inhibitors of human APOBEC3G DNA deaminase; inhibition, % at 20 µM; actives 0.28% (n = 330,000); recombinant A3G, ssDNA deamination FAM/TAMRA fluorescence;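 active = inhibition of at least 40% at 20 µM, with no more than 30% in the related APOBEC3A deaminase screen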;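 note: plate controls were DMSO wells with A3G for no effect and wells lacking A3G enzyme for full effect; some compounds called inactive have numbers as strong as hits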
Target sequence (Q9HC16 whole entry, looked up): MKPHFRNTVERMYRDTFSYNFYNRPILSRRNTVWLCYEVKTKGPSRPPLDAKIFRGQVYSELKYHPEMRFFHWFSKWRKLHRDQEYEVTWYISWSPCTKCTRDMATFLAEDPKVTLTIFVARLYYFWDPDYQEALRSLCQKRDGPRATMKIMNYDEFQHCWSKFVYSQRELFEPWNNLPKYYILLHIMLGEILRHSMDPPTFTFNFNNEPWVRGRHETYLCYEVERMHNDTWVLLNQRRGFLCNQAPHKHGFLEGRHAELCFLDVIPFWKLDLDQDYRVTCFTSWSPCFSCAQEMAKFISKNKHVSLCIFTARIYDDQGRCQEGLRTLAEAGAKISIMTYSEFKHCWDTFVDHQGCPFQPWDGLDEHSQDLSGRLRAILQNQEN
MPTP inh: blocks calcium-induced mitochondrial swelling. inhibition, % at 10 µM. actives 1.4% (n = 360,000). isolated mouse mitochondria, Ca2+ swelling absorbance, 30 min;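 active = inhibition of 50% or more, scaled per plate between neutral and stimulator controls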;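 note: 0% = DMSO wells given calcium and 100% = 1 mM EGTA wells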
Gli-Sufu antag: Gli-Sufu pathway antagonism. actives 0.74% (n = 340,000). Sufu-KO-LIGHT fibroblasts, Gli luciferase reporter luminescence. inhibition, % at 5 µM. AID 588413;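 active = inhibition above about 55%, limit read from the data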;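 note: 0% = DMSO-treated cells and 100% = wells with medium but no cells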
CCR6 antagonist: CCR6 (human) receptor antagonism; P51684; CHO-K1 CCR6 PathHunter beta-arrestin, luminescence, CCL20-stimulated; actives 0.49% (n = 340,000); inhibition, % at 20 µM;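 active = compounds whose inhibition of the agonist-driven luminescence signal at 20 µM reaches about 50%, limit read from the data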;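 note: cells stimulated with CCL20 at 14 nM final; plate controls were DMSO with CCL20 for no effect and DMSO without agonist for full effect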
Target sequence (P51684 whole entry, looked up): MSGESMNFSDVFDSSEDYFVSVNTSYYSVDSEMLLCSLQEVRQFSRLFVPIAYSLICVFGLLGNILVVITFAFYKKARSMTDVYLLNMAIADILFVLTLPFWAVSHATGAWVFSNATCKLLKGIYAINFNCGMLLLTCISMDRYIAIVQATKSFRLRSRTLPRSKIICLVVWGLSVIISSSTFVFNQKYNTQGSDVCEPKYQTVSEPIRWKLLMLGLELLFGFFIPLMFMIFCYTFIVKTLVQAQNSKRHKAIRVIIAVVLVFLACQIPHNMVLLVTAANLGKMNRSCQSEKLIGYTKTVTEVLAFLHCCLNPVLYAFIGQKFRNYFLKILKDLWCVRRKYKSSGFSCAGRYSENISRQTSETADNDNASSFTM
Numbers without * were called inactive; . = no result given.

(1) COc1ccc(CNC(=O)CSc2nnc(C)c(=O)[nH]2)cc1
(2) CCc1cc(=O)oc2cc(C)cc(OC(C)C(=O)O)c12 (centres undefined)
(3) COc1ccccc1-c1nnc(NC(=O)C2=COCCO2)o1
(4) c1ccc(CSc2cc3ccccc3[nH]2)cc1
(5) O=C(CSc1nc2ccc(Nc3nc(N4CCOCC4)nc(N4CCOCC4)n3)cc2s1)N1CCOCC1
(6) COc1ccccc1NC(=O)CSc1nnc(Cn2c(=O)sc3ccccc32)n1C
(7) COc1ccc(C2=NS(=O)(=O)N(C)C(C(=O)NC(C)c3ccccc3)=C2)cc1OC (centres undefined)
(8) CCNC(=O)C(Cc1ccccc1)NC(=O)OCc1ccccc1 (centres undefined)
Assay by compound | 1 | 2 | 3 | 4 | 5 | 6 | 7 | 8
EBI2 antag | 2 | -10 | 4 | 10 | 2 | -5 | 9 | 8
CXCR6 inh | -6 | -2 | -15 | -5 | -4 | 4 | 1 | 9
A3G deaminase | -1 | -5 | -9 | -2 | -9 | -1 | -12 | -6
MPTP inh | 0.9 | 1.3 | -1.0 | 6.4 | -0.6 | -1.0 | -2.0 | -1.5
Gli-Sufu antag | 2 | -15 | -5 | -36 | 14 | 3 | 27 | 6
CCR6 antagonist | 4 | -6 | 4 | -7 | -7 | 10 | 15 | 12
NR3A LBD binder | 0 | 0 | -4 | -7 | -5 | -1 | 0 | -2
APOBEC3A inh | 3 | 2 | -5 | -3 | -2 | 2 | -2 | -5

(9) CC1(NC(=O)c2cc(-c3cccs3)nn2-c2ccccc2)CCS(=O)(=O)C1 (centres undefined)
(10) O=C(CSc1nnc2c(n1)[nH]c1ccc(F)cc12)OCc1ccccc1
(11) Cc1cc(=O)n(-c2ccc(O)cc2)[nH]1
(12) CC(NC(=O)c1cccc(Br)c1)c1ccccc1 (centres undefined)
(13) COc1ccc(Br)cc1C(=O)Nc1cc(C)cc(C)c1
(14) NNc1nc(NCc2ccccc2)nc(N2CCOCC2)n1
(15) CC1(C)Cc2c(C#N)c(N3CCN(C(=O)c4ccco4)CC3)nc(Cc3ccccc3)c2CO1
(16) CC(C)C(=O)Nc1c(-c2ccccc2)c(=O)c2ccccc2n1C
Assay by compound | 9 | 10 | 11 | 12 | 13 | 14 | 15 | 16
EBI2 antag | -4 | 6 | 5 | 6 | -1 | 4 | 10 | -2
CXCR6 inh | 2 | -2 | 7 | 2 | 10 | 4 | 14 | -7
A3G deaminase | -9 | 2 | -5 | -7 | 1 | -5 | -3 | -6
MPTP inh | -0.5 | -0.4 | -1.0 | 1.5 | 1.1 | -0.3 | -0.9 | 1.9
Gli-Sufu antag | -2 | 4 | -1 | -2 | -6 | -1 | 5 | 3
CCR6 antagonist | 6 | -18 | 4 | 4 | -25 | 11 | 15 | -2
NR3A LBD binder | -2 | -2 | 1 | 1 | 3 | 14* | 3 | 1
APOBEC3A inh | 0 | 4 | -1 | -1 | 2 | 2 | 0 | -2

(17) O=C(CNC(=O)c1nc[nH]c1C(=O)N1CCc2ccccc2C1)OCc1ccccc1
(18) CCN1CCN(c2ccc(NC(=O)c3ccc4c(c3)OCO4)cc2)CC1
(19) COc1ccc(-c2csc3ncnc(NCCCO)c23)cc1
(20) O=C(COC(=O)/C=C/c1ccc([N+](=O)[O-])cc1)NCC1CCCO1 (centres undefined)
(21) COC(=O)C(NC(C)=O)(Nc1nc(C)cs1)C(F)(F)F (centres undefined)
(22) Cc1ccc(NC(=O)COc2cccc(C)c2C)cc1S(=O)(=O)N1CCCCCC1
(23) Cc1ccnc(NC(=O)C23CC4CC(CC(C4)C2)C3)c1
(24) Cc1ccc(S(=O)(=O)N2CCC(C(=O)Nc3ccccc3N3CCCC3)CC2)c(C)c1
Assay by compound | 17 | 18 | 19 | 20 | 21 | 22 | 23 | 24
EBI2 antag | -13 | -3 | -3 | -2 | 2 | 2 | -15 | 7
CXCR6 inh | -4 | -2 | -2 | -9 | -3 | 0 | 2 | 4
A3G deaminase | -12 | -2 | -3 | -6 | -4 | -6 | 4 | -9
MPTP inh | -0.2 | -0.7 | 6.0 | -0.4 | 0.5 | 1.3 | -1.0 | -0.1
Gli-Sufu antag | -8 | -15 | -2 | -6 | -2 | 15 | 2 | -20
CCR6 antagonist | 8 | 3 | 4 | -2 | 9 | 9 | 3 | 6
NR3A LBD binder | -4 | 0 | -1 | -1 | 0 | -3 | 0 | 1
APOBEC3A inh | -3 | 0 | 3 | 2 | -4 | 2 | -8 | 1

(25) CCc1ccccc1OCC(=O)Nc1cccc(S(=O)(=O)NC2=NCCC2)c1
(26) COc1ccc(NC(=O)N2CCN(c3ccc([N+](=O)[O-])cc3)CC2)cc1OC
(27) C#CCN1C(=O)C(O)(CC(=O)/C=C/c2ccco2)c2ccccc21 (centres undefined)
(28) CC(Sc1nc2ncc(Cl)cc2[nH]1)C(=O)c1c(N)n(C)c(=O)n(C)c1=O (centres undefined)
(29) COc1ccc2ccccc2c1CN1CCCC(CO)C1 (centres undefined)
(30) Cc1c(OCC(=O)N2CCC(C(=O)O)CC2)ccc2c3c(c(=O)oc12)CCCC3
(31) Cc1ccc(N2C(=O)C(NC(=O)c3ccccc3)(C(F)(F)F)C3=C2CC(C)(C)CC3=O)cc1 (centres undefined)
(32) O=C(c1ccccc1)c1ccc(CN2C(=O)c3ccccc3C2=O)o1
Assay by compound | 25 | 26 | 27 | 28 | 29 | 30 | 31 | 32
EBI2 antag | -4 | -10 | -8 | 0 | -6 | 0 | 1 | -4
CXCR6 inh | 1 | 4 | -7 | 11 | 2 | -4 | -17 | 8
A3G deaminase | -2 | 12 | 9 | -8 | -7 | -6 | -7 | -6
MPTP inh | -2.3 | -1.3 | 0.3 | -1.7 | 0.0 | -0.8 | 9.2 | 0.7
Gli-Sufu antag | 2 | 33 | -3 | -4 | 25 | 5 | -12 | -10
CCR6 antagonist | 6 | 8 | 0 | 16 | 15 | -2 | 3 | 3
NR3A LBD binder | 0 | -1 | -2 | 3 | 1 | 1 | -1 | -1
APOBEC3A inh | -2 | 0 | 11 | -2 | -3 | -4 | -1 | -3

(33) CC(=O)N(CCC(c1ccccc1)c1ccco1)Cc1cccs1 (centres undefined)
(34) O=C1c2cccc3cccc(c23)C(=O)N1CCCN1CCN(c2ccc(F)cc2)CC1
(35) CCOC(=O)c1cccc(NC(=O)CSc2nnc(COc3ccc(Cl)cc3)o2)c1
(36) COc1ccc(Nc2cc(C)c3ccccc3n2)cc1
(37) Cn1cnc([N+](=O)[O-])c1Sc1ccccc1
(38) CCOC(=O)C1CCN(CC(=O)c2c(C)[nH]c3cc(C)ccc23)CC1
(39) O=C(CSc1ncccn1)NC1CCCc2ccccc21 (centres undefined)
(40) O=C(NCCO)/C(=C\c1ccc2c(c1)OCO2)NC(=O)c1ccc(Br)cc1
Assay by compound | 33 | 34 | 35 | 36 | 37 | 38 | 39 | 40
EBI2 antag | 4 | -4 | 1 | 20 | -44 | 14 | 5 | -7
CXCR6 inh | 3 | -2 | -4 | -14 | 8 | 8 | -1 | 1
A3G deaminase | -1 | 0 | -4 | -7 | -9 | -4 | 0 | 0
MPTP inh | 0.6 | 5.9 | 2.9 | 0.4 | 0.9 | 0.1 | -0.9 | -0.7
Gli-Sufu antag | 4 | 7 | -5 | -26 | -8 | 9 | 4 | 2
CCR6 antagonist | 8 | 6 | 8 | 1 | -18 | -26 | 3 | 8
NR3A LBD binder | -2 | -2 | 1 | -7 | 1 | -1 | 1 | -3
APOBEC3A inh | 0 | 3 | 0 | -4 | -2 | -7 | -3 | 6

(41) CCOC(=O)Nc1ccc(S(=O)(=O)Nc2nccc(C)n2)cc1
(42) CCOc1ccc(C(=O)NCC(=O)OCC(=O)Nc2ccccc2OCC)cc1
(43) CCC(C(=O)NC1C(=O)N2C(C(=O)O)=C(CSc3nnc(C)s3)CSC12)c1ccccc1 (centres undefined)
(44) O=c1c2ccccc2c(-c2ccccc2)nn1Cc1ccccc1
(45) Cc1ccc(NS(=O)(=O)c2ccc(NC(=O)[C@@H]3CCCC[C@@H]3C(=O)O)cc2)c(C)c1
(46) Fc1cccc(/C=N/Nc2ncnc3nc[nH]c23)c1
(47) CC(=O)Nc1ccc(S(=O)(=O)N2CC3(C)CC2CC(C)(C)C3)cc1 (centres undefined)
(48) O=C(NCCc1c[nH]c2ccccc12)c1ccc2c(c1)OCO2
Assay by compound | 41 | 42 | 43 | 44 | 45 | 46 | 47 | 48
EBI2 antag | -6 | 0 | -5 | -18 | 1 | -8 | 5 | -2
CXCR6 inh | -4 | 5 | -6 | 4 | -15 | 3 | -5 | 6
A3G deaminase | -2 | 1 | -8 | -6 | -5 | -10 | -6 | -3
MPTP inh | -0.5 | -1.3 | -1.3 | 0.8 | 3.5 | -1.1 | 0.0 | 0.8
Gli-Sufu antag | -5 | 7 | -2 | -2 | 2 | -29 | -4 | -54
CCR6 antagonist | 1 | 6 | -13 | 12 | 2 | -8 | -6 | 17
NR3A LBD binder | 1 | 2 | -4 | -3 | 0 | 2 | -2 | 22*
APOBEC3A inh | -1 | 1 | -2 | 0 | -2 | -1 | -2 | 2

(49) COC(=O)[C@]1(Cc2ccccc2)N[C@H](CN(C)C(=O)NC(C)C)[C@@H]2C(=O)N(C)C(=O)[C@@H]21
(50) COCCNC(=O)c1cc2oc3ccccc3c2n1C
(51) C=CCN(c1cccc(C(F)(F)F)c1)S(=O)(=O)c1cccc(C(=O)OCC(=O)NC)c1
(52) COC(=O)c1ccc(CNC(=O)CCC(=O)N2CCOCC2)cc1
(53) O=C1CCC([N+](=O)[O-])C(c2cc(Br)ccc2F)N1 (centres undefined)
(54) CC(C(=O)N(C)C1CCCCC1)N1CCC(C(N)=O)CC1 (centres undefined)
(55) COC(=O)N[C@@H]1C[C@H]2[C@@H]3CC[C@H]4C[C@@H](OC)CC[C@]4(C)[C@H]3CC[C@@]12C
(56) COC(=O)c1ccc(C(NC(=O)OCc2ccccc2)/C(C)=C/[C@@H](C)C(=O)NCc2ccc(OC)c(OC)c2)cc1 (some centres undefined)
Assay by compound | 49 | 50 | 51 | 52 | 53 | 54 | 55 | 56
EBI2 antag | -4 | 3 | -2 | 2 | -1 | -2 | 11 | 6
CXCR6 inh | 1 | -3 | 4 | 6 | -6 | 3 | -12 | 13
A3G deaminase | -6 | -5 | -6 | -8 | -5 | -3 | -8 | 1
MPTP inh | 0.4 | -1.1 | 4.0 | -1.8 | 0.3 | 0.3 | 0.1 | 0.7
Gli-Sufu antag | -3 | -36 | 13 | -24 | 39 | -10 | 8 | 14
CCR6 antagonist | 3 | 2 | 8 | -4 | -4 | 4 | 0 | 10
NR3A LBD binder | 1 | -3 | 2 | 2 | 0 | 0 | 0 | 0
APOBEC3A inh | -4 | -4 | -4 | -2 | 2 | 0 | 0 | 3

Compound profiles, from the list above.
O=C1CCC([N+](=O)[O-])C(c2cc(Br)ccc2F)N1 (centres undefined) in the list: EBI2 antag: -1; CXCR6 inh: -6; A3G deaminase: -5; MPTP inh: 0.3; Gli-Sufu antag: 39; CCR6 antagonist: -4; NR3A LBD binder: 0; APOBEC3A inh: 2
COC(=O)[C@]1(Cc2ccccc2)N[C@H](CN(C)C(=O)NC(C)C)[C@@H]2C(=O)N(C)C(=O)[C@@H]21 in the list: EBI2 antag: -4; CXCR6 inh: 1; A3G deaminase: -6; MPTP inh: 0.4; Gli-Sufu antag: -3; CCR6 antagonist: 3; NR3A LBD binder: 1; APOBEC3A inh: -4

New compounds follow.
(57) CC(=O)Nc1ccc(/C=C(\C#N)C(=O)NC2CCCCC2C)cc1 (centres undefined)
(58) COc1cccc(-c2cc(C(=O)NC3CCCC3)no2)c1
(59) CN(C(=O)c1cccc(NC(=O)Cc2ccc(NC(=O)C3CCN(S(=O)(=O)c4cccc([N+](=O)[O-])c4)CC3)cc2)c1)C1CCCCC1
(60) COc1cccc2c(=O)n(CC(=O)Nc3cccc(F)c3)ccc12
Assay by compound | 57 | 58 | 59 | 60
EBI2 antag | -5 | 9 | 16 | -6
CXCR6 inh | -11 | 10 | -7 | -10
A3G deaminase | -5 | -6 | . | -9
MPTP inh | 0.2 | 2.7 | -0.5 | -0.5
Gli-Sufu antag | 4 | -64 | 36 | -9
CCR6 antagonist | 4 | 3 | 8 | -8
NR3A LBD binder | -4 | 1 | 7 | 2
APOBEC3A inh | -2 | -1 | . | -2
